# IEC-6 cytotox: cytotoxicity in IEC-6 intestinal epithelial cells, primary screen, cytotoxicity control for KLF5 inhibitor project, cell-based, luminescence. IEC-6 cytotoxicity, luminescence viability. inhibition, % at 5 µM. 290,000 tested, 0.78% active. AID 1825, 2009; in the data active = inhibition above about 22%;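 note: 0% = plate median of test compound wells and 100% = cytotoxic reference compound wells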
# TRPC4 agonist: activators of mouse TRPC4 channel, primary screen, Fluo4 calcium, HEK293 TRPC4beta/mu-opioid cells; Fluo4 calcium fluorescence; stronger effect = higher value; B-score at 10 µM; 310,000 tested, 0.49% active; AID 2237, 2010;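 active = B-score above 5 SD of library B-scores, and initial fluorescence ratio not above library mean plus 5 SD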;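 note: positive B-score marks a calcium rise read as TRPC4 activation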
#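 Assay system: HEK293 cells stably co-expressing mouse TRPC4beta and mu-opioid receptor / Timing: Fluo4 dye loading 45 min at room temperature, 110 s recording / Signal: Fluo4 calcium-sensitive dye fluorescence, kinetic, 1 Hz baseline / Read-out: integrated baseline-normalised fluorescence ratio, converted to per-well B score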
# MrgX1 antagonist: antagonists of human MrgX1 receptor, primary screen, HEK293 cells, Fluo-4 calcium flux. B-score at 10 µM. 310,000 tested, 1.3% active. AID 588676, 2011. BAM8-22 antagonism; stronger effect = lower value;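 active = calcium-response B-score plate-corrected more than 3 library SD below zero, starting fluorescence within 5 deviations, no agonist response on first addition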;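 note: peak minus trough fluorescence over baseline after final BAM8-22 challenge near maximal dose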
# TRPC4 inh: inhibitors of mouse TRPC4 channel, primary screen, Fluo4 calcium, HEK293 TRPC4beta/mu-opioid cells; B-score at 10 µM; DAMGO-evoked Fluo4 calcium flux; stronger effect = lower value; Short transient receptor potential channel 4 (Mus musculus), Q9QUQ5; 300,000 tested, 0.39% active;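 active = B-score over 3 SD under the library average, no early fluorescence shift, positive overall ratio signal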
#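 material = TRPC4beta/mu-opioid receptor HEK293 cell line | probe or stimulus = sequential submaximal and maximal DAMGO stimulation | compound dosing = one concentration per compound | measured by = Fluo4 Ca2+ flux fluorescence | evaluation = integrated fluorescence ratio relative to baseline, converted to per-well B score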
# TRPC4 PAM: positive allosteric modulators of TRPC4, primary screen, cell-based, mouse TRPC4beta, HEK293 mu-opioid, Fluo-4 calcium | Short transient receptor potential channel 4 (Mus musculus), Q9QUQ5 | DAMGO EC20, Fluo-4 Ca2+ flux; stronger effect = higher value | B-score at 10 µM | 310,000 tested, 0.42% active | AID 2227, 2009;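 active = B-score of calcium response area above 5 SD of library B-scores, with initial fluorescence ratio within 5 SD of library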;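 note: B-score of integrated fluorescence ratio over time as area under calcium response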
# SKKanGAS inh: S. pyogenes SKKanGAS growth inhibitors in kanamycin, primary screen, streptokinase expression inhibitor project, SKKanGAS strain, BacTiter-Glo luminescence; 6 h; inhibition, % at 7.5 µM; 300,000 tested, 1.3% active;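 active = mean replicate score, as percent of positive control median, at least 50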;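 note: strain carries kanamycin resistance gene driven by streptokinase promoter and grows in 40 µg/ml kanamycin; loss of luminescence reflects streptokinase promoter inhibition or plain growth inhibition; 0% = median of DMSO wells and 100% = positive control at its reference dose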
# HIF activator: HIF pathway transcriptional activators, primary screen, cell-based, U2OS HRE-luciferase, luminescence | 300,000 tested, 0.32% active | U2OS HRE-luciferase reporter; normalized: DMSO 0%, desferrioxamine 100% | AID 1910, 2009 | activation, % at 7.5 µM (by protocol);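 active = mean activation of at least 10% of the iron chelator positive control signal, with at least half of replicates also reaching 10%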
# TRPC6 inh: mouse TRPC6 channel inhibitors, primary screen, cell-based, HEK293, membrane potential dye. 310,000 tested, 1.1% active. Short transient receptor potential channel 6 (Mus musculus), Q61143. B-score at 10 µM. ACh-evoked depolarization; stronger effect = lower value. AID 2553, 2010;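 active = B-score under library mean minus 3 SD, initial fluorescence not abnormally high, positive integrated signal ratio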;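 note: B-score derived from integrated fluorescence ratio over the kinetic read; more negative B-score means stronger inhibition of depolarization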
# Target sequence (Q61143 whole entry, looked up): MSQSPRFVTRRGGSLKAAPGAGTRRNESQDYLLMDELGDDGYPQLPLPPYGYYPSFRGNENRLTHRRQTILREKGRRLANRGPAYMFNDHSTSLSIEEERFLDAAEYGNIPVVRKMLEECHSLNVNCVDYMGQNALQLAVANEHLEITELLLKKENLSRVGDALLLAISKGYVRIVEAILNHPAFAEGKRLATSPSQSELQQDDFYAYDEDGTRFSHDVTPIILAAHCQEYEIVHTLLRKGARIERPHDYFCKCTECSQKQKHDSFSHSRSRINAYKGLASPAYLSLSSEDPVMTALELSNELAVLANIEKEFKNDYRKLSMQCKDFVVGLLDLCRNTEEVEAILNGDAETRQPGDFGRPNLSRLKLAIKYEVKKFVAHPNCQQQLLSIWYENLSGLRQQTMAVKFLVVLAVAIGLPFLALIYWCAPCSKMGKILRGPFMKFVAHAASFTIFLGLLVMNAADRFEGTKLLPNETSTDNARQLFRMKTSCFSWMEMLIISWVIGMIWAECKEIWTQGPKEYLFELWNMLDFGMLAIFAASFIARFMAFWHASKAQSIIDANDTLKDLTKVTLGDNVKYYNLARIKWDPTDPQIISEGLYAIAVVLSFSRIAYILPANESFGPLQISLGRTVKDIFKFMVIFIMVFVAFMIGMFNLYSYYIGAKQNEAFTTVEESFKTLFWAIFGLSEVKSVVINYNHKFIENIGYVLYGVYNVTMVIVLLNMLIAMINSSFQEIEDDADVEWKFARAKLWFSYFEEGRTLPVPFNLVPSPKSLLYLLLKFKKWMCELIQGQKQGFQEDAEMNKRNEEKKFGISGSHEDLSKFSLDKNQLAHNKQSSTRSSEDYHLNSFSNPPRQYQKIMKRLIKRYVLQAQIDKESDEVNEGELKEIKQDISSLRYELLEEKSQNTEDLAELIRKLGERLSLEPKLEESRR
# KLF5 inhibitor: KLF5 expression inhibitors, primary screen, DLD-1 cells, luminescence; 290,000 tested, 0.23% active; inhibition, % at 5 µM; DLD-1 KLF5 promoter-luciferase reporter;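 active = inhibition above a per-plate limit of that plate's mean compound inhibition plus 3 SD, cut at about 60% in these data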;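 note: 0% = DMSO wells and 100% = LY294002 at 200 µM; higher means less KLF5 promoter-driven luciferase light; inactives centre near -14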
# aSyn UTR inh: MLPCN primary screen, SNCA 5' untranslated region | AID 1813, 2009 | 300,000 tested, 0.82% active | inhibition, % (tested at 7.5 µM) | alpha-synuclein 5'UTR reporter, inhibitor activity; in the data active = inhibition above about 60%;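 note: H4 neuroglioblastoma cells stably carrying SNCA 5'UTR luciferase fusion; 0% = DMSO wells and 100% = positive control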
# TRPC6 act: mouse TRPC6 channel activators, primary screen, cell-based, HEK293, membrane potential dye; Short transient receptor potential channel 6 (Mus musculus), Q61143; B-score at 10 µM; AID 2550, 2010; 310,000 tested, 0.13% active; HEK293-TRPC6 membrane potential dye fluorescence; stronger effect = higher value;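 active = B-score of the integrated fluorescence ratio above library mean plus 3 SD, and starting fluorescence ratio within library mean plus 5 SD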;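 note: higher score means more depolarization so channel activation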
# * = called active by the depositor; i = inactive; x = no result given; & = joins results of further samples; ! = not active in a repeat.
SMILES,IEC-6 cytotox,TRPC4 agonist,MrgX1 antagonist,TRPC4 inh,TRPC4 PAM,SKKanGAS inh,HIF activator,TRPC6 inh,KLF5 inhibitor,aSyn UTR inh,TRPC6 act
COc1cc(OC)cc(C(=O)NC(=S)Nc2cc3oc4ccccc4c3cc2OC)c1,2.4,i,i,i,i,-3.8,0.2,i,-42.3,-1.4,i
CCN(C(=O)c1cccs1)c1nc(-c2ccc(OC)cc2)cs1,3.8,i,i,i,i,5.6,1.9,i,-19.8,-130.5,i
COc1ccc(-c2cn3cc(C(=O)NN)ccc3n2)cc1,-2.9,i,i,i,i,2.8,3.2,i,-58.4,-91.5,i
CCNC(=S)Nc1cc(Cl)ccc1Oc1ccccc1,-5.1,i,i,i,i,1.7,0.0,i,-6.5,27.7,i
Cc1ccc(NC(=O)c2sccc2-n2cccc2)c(C)c1,1.6,i,i,i,i,5.6,-0.9,i,-11.3,8.0,i
Cc1ccc(SCC(=O)Nc2cccc(NC(=O)c3ccco3)c2)cc1,-0.3,i,i,i,i,1.7,-0.1,i,-24.3,-4.6,i
Nc1nnnn1/N=C/c1ccc(N2CCCCC2)c([N+](=O)[O-])c1,-3.3,i,i,i,i,3.6,3.3,i,-12.3,-63.9,i
CCN(CC(=O)Nc1ccccc1C(F)(F)F)C(=O)CCS(=O)(=O)c1ccc(Cl)cc1,x,i,i,i,i,-7.2,0.3,i,x,2.7,i
CC(=O)c1cc(NC(=O)c2ccccc2)c(=O)oc1C,0.3,i,i,i,i,6.0,1.0,i,-5.1,-25.2,i
COc1ccc(CCNC(=O)c2ccc3c(c2)N(Cc2ccccc2)CCS3)cc1OC,-0.9,i,i,i,i,23.6,-0.5,i,-35.9,13.6,i
CCOc1ccc(C(=O)Cn2cnnc2C#N)cc1,2.0,i,i,i,i,-13.1,-1.6,i,-7.2,8.2,i
Cc1cc(C)c(Cn2cnc(-c3ccc([N+](=O)[O-])cc3)c2)c(C)c1,4.9,i,i,i,i,-3.8,x,i,15.0,45.1,i
CCOC(=O)CSc1nc2c(cnn2-c2ccc(F)cc2)c(=O)[nH]1,5.2,i,i,i,i,6.8,1.1,i,-36.3,13.9,i
COc1ccc(CNC(=O)CCSCc2ccccc2Cl)c(OC)c1,3.9,i,i,i,i,-8.8,-0.1,i,-15.9,-6.5,i
O=C(O)CCC(=O)c1ccc2c(c1)OCCCO2,5.5,i,i,i,i,-10.5,0.7,i,2.4,-0.6,i
COc1ccc(/C=C/C(=O)Nc2ccccc2C(=O)NCC(c2ccc(OC)cc2)N(C)C)cc1 (stereo unspecified),-3.3,48*,i,-7*,i,3.7,2.5,-6.82*,-59.1,-80.0,i
CCCn1nc(C(=O)NNC(=O)Cc2ccc(S(=O)(=O)N3CCOCC3)s2)c2ccccc2c1=O,x,i,i,i,i,-5.8,-0.4,i,x,-10.1,i
Cc1cccc(NC(=S)N(CCN2CCOCC2)Cc2cc3cc4c(cc3[nH]c2=O)OCCO4)c1,-2.4,i,i,i,i,-2.0,-0.1,i,-9.2,11.2,i
Cc1ccc(NC(=O)CSCc2n[nH]c(=O)[nH]2)c(Br)c1,2.2,i,i,i,i,-12.9,-0.3,i,5.1,1.7,i
CCc1ccc(-c2csc(NC(=O)c3cccnc3)n2)cc1,1.9,i,i,i,i,-11.4,0.0,i,-35.5,-25.3,i

# Random excerpt: 4 compounds from above.
SMILES,IEC-6 cytotox,TRPC4 agonist,MrgX1 antagonist,TRPC4 inh,TRPC4 PAM,SKKanGAS inh,HIF activator,TRPC6 inh,KLF5 inhibitor,aSyn UTR inh,TRPC6 act
COc1ccc(CNC(=O)CCSCc2ccccc2Cl)c(OC)c1,3.9,i,i,i,i,-8.8,-0.1,i,-15.9,-6.5,i
O=C(O)CCC(=O)c1ccc2c(c1)OCCCO2,5.5,i,i,i,i,-10.5,0.7,i,2.4,-0.6,i
Cc1cc(C)c(Cn2cnc(-c3ccc([N+](=O)[O-])cc3)c2)c(C)c1,4.9,i,i,i,i,-3.8,x,i,15.0,45.1,i
CCCn1nc(C(=O)NNC(=O)Cc2ccc(S(=O)(=O)N3CCOCC3)s2)c2ccccc2c1=O,x,i,i,i,i,-5.8,-0.4,i,x,-10.1,i

# Next section.
SMILES,IEC-6 cytotox,TRPC4 agonist,MrgX1 antagonist,TRPC4 inh,TRPC4 PAM,SKKanGAS inh,HIF activator,TRPC6 inh,KLF5 inhibitor,aSyn UTR inh,TRPC6 act
Cc1cccc(N(C)S(=O)(=O)c2csc(C(N)=O)c2)c1,0.0,i,i,i,i,-0.1,-14.1,i,3.5,8.6,i
O=[N+]([O-])c1cc2c(cc1/C=N/NS(=O)(=O)c1ccc(Br)cc1)OCO2,4.0,i,i,i,i,-8.1,-0.1,i,0.8,-4.6,i
O=C1CC(c2ccccc2F)C2=C(COC2=O)N1 (stereo unspecified),3.9,i,i,i,i,-2.8,0.3,i,16.7,15.7,i
COc1cc(O)oc1C=Nc1ccc(C(=O)O)cc1,6.5,i,i,i,i,18.8,1.1,i,-18.9,-90.8,i
C[n+]1c2n(c3ccccc31)N=C(c1ccccc1)CS2,3.8&4.7,i,i,i,i,0.3&-4.3,0.8&1.9,-5.16*!,-40.2&-3.5,-47.8&-67.9,i
Cc1nnc(Cl)c2nn(-c3ccccc3)c(C)c12,-9.5,i,i,i,i,-1.5,0.2,i,12.7,-0.7,i
O=c1oc2cc(O[C@@H]3OC[C@@H](O)[C@H](O)[C@H]3O)ccc2c2ccccc12,-1.9,i,i,i,i,-1.2,0.9,i,-18.7,-21.2,i
O=c1cc(CO)oc(C(Nc2ccccn2)c2ccccc2F)c1O (stereo unspecified),5.8,i,i,i,i,-5.6,-0.4,i,-18.6,-3.0,i
CCOc1nc2cnccc2n(CC(=O)Nc2cccc(C)c2)c1=O,2.7,i,i,i,i,-0.4,0.0,i,-12.7,9.2,i
CNC(=O)COC(=O)c1c2c(nc3ccccc13)CCC2,-3.8,i,i,i,i,4.1,0.2,i,-8.6,-3.8,i
CCOc1ccc(C(=O)N2CCc3cc(OC)c(OC)cc3C2)cc1OCC,2.4,i,i,i,i,-7.5,0.3,i,-22.6,31.1,i
CCN1CCN(C(=S)Nc2ccc([N+](=O)[O-])cc2)CC1,5.5,i,i,i,i,-0.6,-14.7,i,-8.8,-14.6,i
CC(=O)N1CCN(C(=O)c2cc3ccccc3o2)CC1,-1.5,i,i,i,i,3.9,0.0,i,-17.8,-5.9,i
CCOC(=O)c1c(NC(=O)CCCN2CCOCC2)sc2c1CC(C)(C)OC2,4.4,i,i,i,i,0.8,-1.5,i,-16.1,6.2,i
COc1cc(/C=N/NC(=O)c2ccc3c(c2)OCCO3)cc(Br)c1O,2.0,i,i,i,i,-2.6,1.0,i,-4.9,-22.4,i
Cc1ccc2ncnc(Nc3ccccc3)c2c1,17.1,i,i,i,i,-6.7,0.4,i,-0.1,-18.4,i
C/C(Cc1ccccc1)=N\NC(=O)CNC(=O)c1cccc(F)c1,0.8,i,i,i,i,0.0,0.3,i,-12.1,8.9,i
COc1ccc(CCNC(=O)CSc2nnnn2-c2ccc(OC)c(OC)c2)cc1OC,-1.7,i,i,i,i,-0.2,-0.9,i,-21.5,6.2,i
COc1ccccc1C(=O)COC(=O)COc1cccc2c1OC(C)(C)C2,-1.0,i,i,i,i,2.4,-0.2,i,-17.4,-5.4,i
Cc1[nH]c2ccc(-c3n[nH]c(=S)n3-c3ccc(Br)cc3)cc2c1C,49.6*,i,i,i,i,19.4,-1.1,i,-4.9,1.2,i
Cc1nc(SCC(=O)c2ccc(Cl)cc2)c([N+](=O)[O-])[nH]1,-3.9,i,i,i,i,5.5,-0.2,i,0.9,11.0,i
Fc1ccc2nc(N3CCOCC3)sc2c1,8.4,i,i,i,i,-2.8,3.3,i,-124.9,-131.3,i
CC(C)CC1Nc2ccc(C(=O)NCCCN3CCCCC3C)cc2NC1=O (stereo unspecified),1.4,i,i,i,i,-4.4,0.3,i,-19.3,16.1,i
CCOC(=O)/C(N=O)=C(\O)C1CCN(C(=O)OCC)CC1,0.8,i,i,i,i,-2.7,-0.5,i,6.5,-2.4,i
O=C(O)C(Cc1ccccc1)N1C(=O)/C(=C/c2cccnc2)SC1=S (stereo unspecified),-2.5,i,i,i,i,4.1,0.1,i,3.1,7.8,i
COC(=O)N/N=C/c1ccc(-c2ccc(Cl)cc2Cl)o1,-0.2,i,i,i,i,-2.2,0.9,i,-43.3,22.1,i
O=C(O)CCCn1cc(NC(=O)COc2ccc([N+](=O)[O-])cc2)cn1,1.2,i,i,i,i,-10.7,-0.4,i,-15.7,5.8,i
O=C(Nc1ccc(Cl)cc1N1CCOCC1)C1CC1,2.4,i,i,i,i,0.9,0.0,i,-20.6,-7.1,i
Cc1nc(SCC(=O)NCC(F)(F)F)c2c(-c3cccs3)csc2n1,-2.4,i,i,i,i,-4.5,0.2,i,-3.9,1.1,i
COC(=O)N/N=C(\C)c1ccc(OC(F)F)cc1,7.2,i,i,i,i,0.8,1.1,i,-32.5,-53.5,i
O=C(NCCc1ccccc1)C(=O)c1c(-c2ccccc2)cc2ccccn12,-3.1,i,i,i,i,-5.3,-0.1,i,10.2,1.1,i
COc1ccccc1-c1ccc(Nc2cccc(C(F)(F)F)c2)nn1,-1.3,i,i,i,i,-11.3,1.0,i,-25.4,-56.1,i
CCOCCCNC(=S)N1CCC(NC(=O)c2ccco2)CC1,-2.4,i,i,i,i,-4.3,-0.6,i,-17.0,1.9,i
O=C(NCc1ccco1)C(=O)NCC1OCCCN1S(=O)(=O)c1ccc(Cl)cc1 (stereo unspecified),-3.9,i,i,i,i,-13.7,-0.2,i,2.0,1.3,i

# Screening data from PubChem.
